From PubChem BioAssay
tim23-1 inh = growth inhibitors of tim23-1 mutant yeast, primary screen, luminescence, uHTS; 330,000 compounds, 1.3% hits; AID 463212, 2010; S. cerevisiae tim23-1 growth, BacTiter-Glo luminescence, 24 h; inhibition, % at 20 µM;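 active = growth inhibition of the mutant yeast at or above 50%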;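 note: temperature-sensitive mutant grown at 25 °C; plate controls were DMSO-treated mutant yeast for no effect and medium wells lacking yeast for full effect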
NLRP3 yeast inh = NALP3 inflammasome inhibitors in reconstituted yeast, primary screen, luminescence, uHTS | Yeast reconstituted NLRP3/ASC/caspase-1, beta-gal luminescence, 24 h | AID 2825, 2010 | 330,000 compounds, 0.39% hits | inhibition, % at 10 µM;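 active = inhibition of 50% or more; inactive = inhibition below 50%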;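 note: plate controls were induced DMSO wells for no effect and uninduced yeast grown without galactose for full effect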
MPTP block = mitochondrial permeability transition pore inhibitors, primary screen, biochemical, isolated mouse mitochondria, absorbance | Ca2+ swelling absorbance, 30 min | inhibition, % at 10 µM | 360,000 compounds, 1.4% hits | AID 602449, 2012;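 active = inhibition of 50% or more, scaled per plate between neutral and stimulator controls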;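 note: 0% = DMSO wells given calcium and 100% = 1 mM EGTA wells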
APJ antagonist = antagonists of human apelin receptor APJ, primary screen, CHO-K1 cells, beta-arrestin complementation, luminescence; P35414; inhibition, % at 20 µM; 330,000 compounds, 0.32% hits; AID 2521, 2010;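 active = inhibition above about 40% at 20 µM, limit read from the data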;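 note: cells challenged with 10 nM apelin-13 agonist together with compound; plate controls were apelin-13 plus DMSO wells for no effect and DMSO wells lacking apelin-13 for full effect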
Target sequence (P35414 whole entry, looked up): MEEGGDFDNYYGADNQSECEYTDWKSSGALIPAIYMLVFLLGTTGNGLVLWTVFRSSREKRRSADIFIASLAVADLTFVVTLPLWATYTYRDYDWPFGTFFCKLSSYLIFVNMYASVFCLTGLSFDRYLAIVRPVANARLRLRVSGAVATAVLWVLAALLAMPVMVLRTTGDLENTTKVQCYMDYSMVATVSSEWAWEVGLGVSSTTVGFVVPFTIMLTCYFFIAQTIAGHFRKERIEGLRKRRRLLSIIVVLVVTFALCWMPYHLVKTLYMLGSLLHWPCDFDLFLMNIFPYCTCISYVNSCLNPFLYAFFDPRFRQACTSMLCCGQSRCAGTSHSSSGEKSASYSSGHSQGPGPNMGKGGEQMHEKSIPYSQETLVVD
NR3A LBD binder = binders of NR3A ligand-binding domain, primary screen, biophysical, differential scanning fluorimetry, uHTS. 340,000 compounds, 2.5% hits. Tm shift relative to glycine control, % at 25 µM. NR3A LBD differential scanning fluorimetry, Tm shift; 0% = protein alone, 100% = glycine-bound protein;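 active = melting temperature shift of at least 10% of the positive control shift, at one fixed dose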
TIM10 inh = growth inhibitors of isogenic TIM10 control yeast, primary screen, counter-screen for tim10-1 yeast inhibitor project, luminescence, uHTS; S. cerevisiae TIM10 strain growth, BacTiter-Glo luminescence, 24 h; inhibition, % at 10 µM; 330,000 compounds, 1.4% hits;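 active = inhibition of 40% or more at the single tested concentration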;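 note: wild-type TIM10 isogenic control strain grown at permissive 25 °C; 0% = DMSO yeast wells and 100% = minimal medium wells without yeast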
APJ agonist = agonists of human apelin receptor APJ, primary screen, CHO-K1 cells, PathHunter beta-arrestin, luminescence. P35414. activation, % at 20 µM. 0% DMSO wells, 100% apelin. AID 2520, 2010. 330,000 compounds, 0.11% hits;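 active = activation more than six SD over the plate average, tested at 20 µM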;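 note: 0% = DMSO alone and 100% = apelin-13 at 10 nM; some results filed as inactive read as strong as hits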
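Test system – PathHunter CHO-K1 APJ (AGTRL-1) beta-arrestin reporter cells · Input – 1000 cells/well · Compound – single test compound dose, 20 µM final, 1% DMSO · Times – compound stimulation 90 min at 25 °C, detection 60 min · Technique – beta-gal luminescence · Read-out basis – APJ–arrestin association signal · Control set – negative DMSO alone, positive Apelin-13 at 10 nM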
tim10-1 inh = growth inhibitors of tim10-1 mutant yeast, primary screen, luminescence, uHTS | 330,000 compounds, 2.2% hits | inhibition, % at 20 µM | S. cerevisiae tim10-1 ts strain growth, BacTiter-Glo, 24 h;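 active = inhibition of at least 40%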;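 note: mutant grown at 25 °C; 0% = DMSO wells with yeast and 100% = wells holding no yeast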
beta cell repl = inducers of MIN6 beta-cell proliferation, primary screen, ATP luminescence, uHTS. MIN6 cells proliferation, ATPlite luminescence, 48 h; cells starved in 0.2% serum; 100% = growth in 10% serum. proliferation, % at 10 µM. 330,000 compounds, 0.29% hits;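 active = compounds whose signal lies at least 3.5 SD above the mean of all wells on their plate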;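 note: 0% = DMSO-treated cells in low-serum medium and 100% = 10% serum control; some compounds called inactive have numbers as strong as hits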
Active calls of the source: *.

SMILES | tim23-1 inh | NLRP3 yeast inh | MPTP block | APJ antagonist | NR3A LBD binder | TIM10 inh | APJ agonist | tim10-1 inh | beta cell repl
Cc1noc(C)c1COc1ccc(C(=O)OCC(=O)Nc2ccc(S(N)(=O)=O)cc2)cc1 | -13.3 | 12.3 | -0.3 | 18.4 | -13.5 | 0.9 | -2.0 | -15.1 | 0.7
O=C(CN1CCCCCC1)Nc1ccc(Br)cn1 | -2.8 | -1.7 | 1.4 | 7.4 | 1.8 | -8.8 | -0.8 | -0.7 | -1.3
COc1ccccc1OCCC(=O)OCC(=O)Nc1ncc(Cl)cc1Cl | 22.5 | 13.1 | 1.8 | -5.8 | -2.3 | -0.9 | -4.4 | 24.8 | -1.2
c1ccc(-n2nnnc2Oc2ccc(-c3nnco3)cc2)cc1 | -36.7 | 4.0 | -1.2 | 2.6 | 1.1 | -15.8 | -1.9 | 1.5 | -2.5
Cc1ccccc1C(=O)NC(=S)NCC1CCCO1 (stereo not drawn) | 1.3 | -28.4 | 2.0 | -7.0 | -1.1 | -6.1 | -7.5 | 0.5 | -2.0
COC(=O)[C@H]1C[C@@H]1[C@H](NC(=O)c1cnccn1)c1ccccc1 | 14.4 | 3.3 | 0.1 | 5.2 | -2.0 | 0.3 | 7.7 | -12.0 | -1.0
CCN(CC)C(=O)/C(=C/c1cn(S(=O)(=O)N(C)C)c2ccccc12)NC(=O)c1ccc(OC)cc1 | 1.4 | 12.0 | 2.4 | -5.8 | -0.8 | -18.5 | 0.7 | -2.7 | -4.6
CC(OC(=O)CCc1nc2ccccc2c(=O)[nH]1)C(=O)Nc1ccc2c(c1)OCO2 (stereo not drawn) | -3.6 | -1.0 | 1.7 | -20.9 | -3.4 | -21.0 | -7.3 | -18.8 | -4.5
O=C(Nc1nnc(SCC(=O)N2CCCc3ccccc32)s1)c1ccccc1 | 22.6 | -3.2 | 0.2 | 22.7 | -1.7 | 17.5 | -4.1 | 26.5 | 0.0
COc1ccc(CCC(=O)Nc2sc(C(=O)N(C)C)c(C)c2C#N)cc1 | 1.7 | -1.6 | -0.1 | -17.2 | -3.3 | 9.5 | 7.3 | -8.6 | -0.7
Cc1sc2nc(SCC(=O)NCc3ccco3)n(Cc3ccccc3)c(=O)c2c1C | 22.2 | 11.7 | -2.1 | 12.4 | -1.0 | 8.9 | -2.4 | 24.8 | -4.6
Cc1cc(NC(=O)Cn2cnc3sc(C)c(C)c3c2=O)no1 | 6.1 | 4.3 | -0.5 | 5.0 | 0.7 | -3.4 | -3.2 | -24.0 | -1.6
CCOC(=O)C1CCCN(C(=O)CCCn2c(=O)c3cccn3c3cccnc32)C1 (stereo not drawn) | 15.6 | 8.7 | -0.6 | -26.2 | -4.3 | 11.5 | -1.9 | 25.8 | -3.5
COc1ccc(N2CC(C(=O)Nc3ccccc3C(=O)NCc3ccco3)CC2=O)cc1 (stereo not drawn) | 13.0 | 6.3 | 2.4 | -14.0 | 1.9 | -6.1 | 7.5 | 8.1 | -2.0
COc1ccccc1COC(=O)c1cccc(S(=O)(=O)N2CCCC2)c1 | 17.6 | 12.5 | 0.3 | -3.3 | -0.1 | -3.6 | 6.8 | 14.3 | -0.4
Cc1cc(=O)oc(C)c1C(=O)NCCC1=CCCCC1 | 6.1 | 9.5 | 2.4 | 22.5 | 1.2 | 4.4 | -6.1 | 13.6 | 0.0
COc1ccc(-c2csc(NCCc3nc4cc(Cl)c(Cl)cc4n3CCCO)n2)cc1 | 31.1 | 25.4 | 1.5 | 20.8 | 0.0 | 18.2 | -2.3 | 27.1 | -7.8
Cc1ccc(C2=NN(CC(=O)NCc3cccs3)C(=O)CC2)cc1 | 0.5 | 2.1 | -0.4 | 2.9 | 0.6 | -10.7 | -3.6 | 13.7 | -1.3
COc1ccc2sc(-c3ccc(S(C)(=O)=O)cc3)c(C#CCO)c2c1 | 46.9 | 16.8 | 0.1 | -6.9 | -10.9 | 15.4 | 1.8 | 43.1* | -4.7
CCC/C(O)=C1\C(=O)CC(c2ccccc2)CC1=NCCc1c(C)[nH]c2ccccc12 (stereo not drawn) | 27.4 | 3.6 | 1.1 | 6.0 | 1.7 | 9.9 | -1.9 | 20.0 | -6.5
CC(C)(C)OC(=O)c1c(N)n(CCCN2CCCC2=O)c2nc3ccccc3nc12 | 14.3 | -1.5 | -1.5 | 8.2 | 0.4 | 9.6 | 0.8 | 16.8 | 0.0
Cc1cc(=O)[nH]c(SCc2cccc(Br)c2)n1 | 21.9 | 26.3 | -0.9 | 13.8 | -0.5 | 2.7 | -0.3 | 12.3 | -0.6
Cc1cccc(C(=O)NCC(c2cccs2)N2CCOCC2)c1 (stereo not drawn) | 9.8 | 8.8 | -0.5 | 4.1 | -3.0 | 10.7 | -0.9 | 16.1 | -1.7
COc1cc2c(cc1OC)C(COc1ccc([N+](=O)[O-])cc1)N(C(C)=O)CC2 (stereo not drawn) | 6.4 | -14.5 | 0.4 | 3.0 | 8.4 | 9.2 | 0.6 | 12.2 | 0.5
O=S(=O)(/N=C(\Nc1ccc(F)cc1)C(F)(F)F)c1ccccc1 | -10.1 | -6.5 | 0.5 | 2.0 | 3.6 | 2.9 | -0.7 | -8.8 | 4.1
Cc1ccc(C(=O)Nc2ccc3ccccc3c2)cc1 | 3.7 | 29.7 | 0.2 | -19.1 | 15.6* | 2.6 | -2.5 | -25.3 | -4.0
COc1ccc(Cn2ccnc2)cc1[N+](=O)[O-] | 3.7 | -0.4 | 0.4 | -1.3 | 0.4 | -5.3 | -1.5 | 14.8 | -0.4
Cc1cccc(N2C(=N)SCC2=O)c1C | 11.2 | -1.5 | -4.8 | 1.4 | -3.4 | -12.5 | 0.3 | 16.3 | 0.0
CN1CCN(S(=O)(=O)c2ccccc2)C(c2ccccc2)C1 (stereo not drawn) | 10.4 | 18.5 | -2.5 | 1.9 | 3.2 | 14.8 | -2.2 | 22.3 | 0.5
COc1cc2c(C(F)(F)F)c(-c3ccc(C#N)cc3)oc(=O)c2cc1OC | 5.5 | 23.4 | 2.5 | -1.8 | -3.1 | -2.1 | -4.1 | -5.1 | 2.7
CCOc1cc(C(=O)Nn2cnnc2)cc(OCC)c1OCC | 11.9 | 8.0 | -3.3 | 3.5 | -2.0 | 10.1 | -1.6 | 8.4 | 3.8
CCC(=O)NC1(Cc2ccc(O)cc2)CCCCC1 | 5.7 | 3.7 | 0.5 | 2.7 | -0.9 | 6.3 | -1.0 | 12.8 | -2.0
Cn1c(-c2ccccc2)c(/C=N/NC(=O)c2ccc(O)cc2)c2ccccc21 | 2.7 | -1.5 | 5.9 | 0.2 | 1.9 | 15.8 | -1.7 | 8.3 | -5.6
Cc1cc(S(=O)(=O)N2CCOCC2)ccc1OCC(=O)Nc1ccccc1C(F)(F)F | 0.6 | 17.9 | -0.6 | 17.8 | -1.3 | 9.3 | -3.9 | -2.7 | -1.3
COc1ccc(CN(C)C(=O)Cn2ccc(N)nc2=O)cc1OC | 9.9 | 10.4 | -1.7 | 7.0 | 0.0 | -9.5 | -0.7 | -0.3 | -5.6
COCC(C)NC(=O)COc1ccc(Cl)cc1Cl (stereo not drawn) | 8.5 | 17.0 | 0.3 | -9.8 | 0.8 | 4.1 | 1.5 | 12.4 | 0.5
Cc1ccc(CSc2nc3c(c(=O)[nH]2)C(c2ccncc2)C2=C(CCCC2=O)N3)cc1 (stereo not drawn) | 1.2 | -15.4 | 2.2 | 9.6 | 0.8 | 7.9 | -1.5 | 3.3 | -4.7
Cc1c(C(=O)Nc2ccccc2-c2ccccc2)cccc1[N+](=O)[O-] | 44.9 | -0.1 | -1.7 | -22.8 | 2.4 | 32.8 | -3.2 | 41.9* | -2.9
O=C(CN1C(=O)CCC1=O)Nc1nc(-c2ccc(Oc3ccccc3)cc2)cs1 | 12.7 | 10.0 | 0.5 | 7.6 | -6.2 | 4.8 | -4.1 | 6.4 | -2.2
CCCCNc1nnc(SCC(=O)N2CCN(S(=O)(=O)c3ccc4ccccc4c3)CC2)s1 | 17.7 | 6.8 | 2.3 | -9.9 | -1.8 | 7.0 | -0.1 | 18.5 | -5.1
O=C(OCC(O)CO)c1ccccc1Nc1ccnc2cc(Cl)ccc12 (stereo not drawn) | 10.7 | 8.1 | -1.7 | 6.9 | -5.0 | -9.0 | 4.5 | 7.2 | -0.1
CC(=O)c1nn(-c2cccc(Cl)c2)cc1C(=O)c1ccco1 | 18.3 | 23.8 | 1.5 | -1.1 | 1.4 | 9.1 | 0.7 | 9.8 | 1.4
CCN(c1ccccc1)S(=O)(=O)c1ccc(C(=O)Nc2cc(C)ccn2)cc1 | 30.7 | 22.9 | -1.7 | 7.8 | -0.3 | -3.4 | -2.6 | -4.3 | -2.2
Cc1ccc2c(c1)[C@@H]1[C@H](CO2)[C@H](c2ccccc2)[C@@]2(C)C(=O)N[C@H](C)C(=O)N12 | -10.0 | 11.2 | -3.1 | 4.5 | 4.2 | 3.6 | 0.2 | -23.7 | 2.1
CN(C)/C=N/c1nc2nccc(-c3cccc(Cl)c3)n2n1 | -8.2 | 19.9 | -0.7 | 4.5 | -3.3 | 11.6 | -2.4 | 0.9 | -0.8
Cc1noc(C)c1S(=O)(=O)N1CCCC(C(=O)NCC2CCCO2)C1 (stereo not drawn) | -2.3 | 11.4 | -1.0 | -9.7 | -2.1 | -10.5 | -3.0 | 17.8 | -2.1
O=C(CSc1nncs1)Nc1cc(S(=O)(=O)N2CCOCC2)ccc1N1CCCC1 | 6.2 | 23.5 | 0.7 | -39.7 | -1.0 | 6.3 | 1.1 | -15.1 | 0.3
CCOC(=O)N1CCN(C(=O)CCCCn2c(=S)[nH]c3ccsc3c2=O)CC1 | 9.9 | 7.5 | 0.1 | -3.0 | -9.7 | -8.3 | -0.1 | 10.6 | -3.0
CC(C)Cn1c(=O)[nH]c(=O)c2c(C(F)(F)F)cc(-c3ccccc3)nc21 | -13.9 | -13.1 | 7.7 | 5.4 | -0.4 | 0.3 | -8.0 | -16.2 | -3.9
COc1ccc(C)cc1NC(=O)CN1CCCC1c1ccc2c(c1)OCCCO2 (stereo not drawn) | 32.6 | -0.5 | -0.4 | 8.6 | -1.1 | 4.0 | -6.6 | 14.0 | -4.3
COC(=O)C1=C(C)N(Cc2ccccc2)C(=O)N[C@H]1c1ccco1 | 14.0 | -0.1 | -0.7 | -53.7 | 0.3 | 7.2 | 3.9 | -13.1 | 1.5

Full records from above. Order of screens: tim23-1 inh | NLRP3 yeast inh | MPTP block | APJ antagonist | NR3A LBD binder | TIM10 inh | APJ agonist | tim10-1 inh | beta cell repl
Entry for O=C(OCC(O)CO)c1ccccc1Nc1ccnc2cc(Cl)ccc12 (stereo not drawn) = 10.7 | 8.1 | -1.7 | 6.9 | -5.0 | -9.0 | 4.5 | 7.2 | -0.1
Entry for c1ccc(-n2nnnc2Oc2ccc(-c3nnco3)cc2)cc1 = -36.7 | 4.0 | -1.2 | 2.6 | 1.1 | -15.8 | -1.9 | 1.5 | -2.5
Entry for CC(C)Cn1c(=O)[nH]c(=O)c2c(C(F)(F)F)cc(-c3ccccc3)nc21 = -13.9 | -13.1 | 7.7 | 5.4 | -0.4 | 0.3 | -8.0 | -16.2 | -3.9
